Compound activity as filed in PubChem BioAssay.
V1R ag counter = agonists of human V1a receptor, primary screen, counter-screen for OXTR agonist project, fluorescence, CHO-V1R cells. Vasopressin V1a receptor (Homo sapiens), P37288. Fluo-8 calcium fluorescence, agonist mode; 0% DMSO, 100% 3 nM vasopressin. activation, % at 3 µM. hit rate 0.25% among 320,000. AID 2797, 2010;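 active = activation above the mean activation of all tested compounds plus 3 SD, per screening run, cut at about 20% in these data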;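 note: signal is peak over basal fluorescence ratio across a 100 second FLIPR read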
OXTR ag = human OXTR agonists, primary screen, fluorescence, CHO-OTR cells, Fluo-8 calcium | Oxytocin receptor (Homo sapiens), P30559 | Fluo-8 calcium fluorescence; normalized: DMSO 0%, oxytocin 100% | activation, % at 3 µM | hit rate 0.32% among 320,000 | AID 2435, 2010;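 active = activation above the mean of all tested compounds plus 3 SD, cutoff set per screening run, cut at about 20% in these data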;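 note: peak over basal fluorescence ratio from a 100 s FLIPR kinetic read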
Target sequence (P30559 whole entry, looked up): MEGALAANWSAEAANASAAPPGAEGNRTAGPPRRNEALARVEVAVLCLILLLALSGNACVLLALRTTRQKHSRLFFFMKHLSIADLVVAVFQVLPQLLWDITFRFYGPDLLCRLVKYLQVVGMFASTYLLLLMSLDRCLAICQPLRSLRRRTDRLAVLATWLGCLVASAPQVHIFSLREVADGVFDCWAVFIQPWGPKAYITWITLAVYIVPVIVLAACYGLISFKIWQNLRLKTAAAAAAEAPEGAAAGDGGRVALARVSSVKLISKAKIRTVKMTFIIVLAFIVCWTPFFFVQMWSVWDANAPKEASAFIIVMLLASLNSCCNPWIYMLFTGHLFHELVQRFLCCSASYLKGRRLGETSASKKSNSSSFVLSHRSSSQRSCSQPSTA
TAAR1 antagonist = human TAAR1 antagonists, primary screen, Fluo-8 calcium fluorescence, CHO RD-HGA16 cells. hit rate 1.5% among 360,000. Trace amine-associated receptor 1 (Homo sapiens), Q96RJ0. antagonist. inhibition, % at 3 µM;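 active = inhibition above a per-plate cutoff, the mean inhibition of test compounds on that plate plus 3 SD, cut at about 49% in these data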;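 note: 0% = DMSO plus EC80 beta-PEA response and 100% = DMSO alone without agonist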
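Test system – hTAAR1-expressing CHO RD-HGA16 cells, Gα16-coupled · Also added – β-PEA at EC80 concentration, post-compound challenge · Compound – 3 µM, single point · Incubation – dye loading 75 min at 37 °C, then 30 min room temperature · Measured by – Fluo-8 intracellular calcium dye fluorescence, real-time kinetic reads · Benchmarks – vehicle and agonist controls · Replicates – singlicate, one well per test compound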
M1 antag = human M1 muscarinic receptor antagonists, primary screen, CHO-K1 cells, Fluo-8 calcium fluorescence, 1536-well; CHO-K1 hM1, ACh EC80 antagonist; inhibition, % at 3 µM; hit rate 1.3% among 360,000; AID 588852, 2011;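 active = percent inhibition above its own plate's cutoff, namely the mean of that plate's compound wells plus 3 SD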;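 note: peak over basal fluorescence ratio during 140 s after agonist addition; 0% = ACh EC80 plus DMSO and 100% = DMSO alone without agonist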
Target sequence (P11229 whole entry, looked up): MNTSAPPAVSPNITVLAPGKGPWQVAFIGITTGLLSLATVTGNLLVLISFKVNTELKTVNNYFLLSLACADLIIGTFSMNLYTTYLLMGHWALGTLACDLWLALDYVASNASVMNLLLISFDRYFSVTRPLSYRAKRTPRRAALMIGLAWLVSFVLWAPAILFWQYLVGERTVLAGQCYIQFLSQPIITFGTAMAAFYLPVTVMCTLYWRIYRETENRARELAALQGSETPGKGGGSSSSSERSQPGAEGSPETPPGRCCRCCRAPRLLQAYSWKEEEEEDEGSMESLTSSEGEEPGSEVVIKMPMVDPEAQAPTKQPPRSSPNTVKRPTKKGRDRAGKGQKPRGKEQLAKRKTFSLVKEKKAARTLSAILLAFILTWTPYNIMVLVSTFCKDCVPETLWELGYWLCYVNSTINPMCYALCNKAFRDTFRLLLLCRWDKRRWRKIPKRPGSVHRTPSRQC
M1 PAM = human M1 muscarinic receptor positive allosteric modulators, primary screen, CHO-K1 cells, Fluo-8 calcium fluorescence, 1536-well; AID 588819, 2011; CHO-K1 hM1, ACh EC20; 0% = ACh EC20, 100% = maximal ACh; activation, % at 3 µM; hit rate 0.088% among 360,000; in the data active = activation above about 19%, passing the limit was not always enough
TAAR1 agonist = human TAAR1 agonists, primary screen, Fluo-8 calcium fluorescence, CHO RD-HGA16 cells; Trace amine-associated receptor 1 (Homo sapiens), Q96RJ0; hit rate 0.99% among 360,000; activation, % at 3 µM; vehicle wells 0%, saturating PEA agonist 100%;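 active = activation above the mean activation of all test compounds in the run plus 3 SD, cut at about 38% in these data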
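Repeats: no replicates (n 1) | Material: CHO-derived RD-HGA16 cells with stable Gα16 and human TAAR1 | Technique: Kinetic Fluo-8 calcium fluorescence | Schedule: 17-24 h seeding, 75 min 37 °C dye, 30 min RT | Evaluation: % activation from peak over basal fluorescence ratio, DMSO-to-PEA scaled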
CHO parental Ca = ATP-evoked calcium signal inhibitors, parental CHO, primary screen, counter-screen for OX1R antagonist project, cell-based, fluorescence, Fluo-8 calcium dye. hit rate 0.63% among 330,000. parental CHO-K1, ATP-induced calcium, Fluo-8 fluorescence. inhibition, % at 5.6 µM;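 active = inhibition above that plate's mean sample inhibition plus 3 SD, cut at about 26% in these data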;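 note: 0% = ATP-challenged DMSO wells and 100% = DMSO wells without ATP; some compounds past the cut are filed as inactive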
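Assay system – parental CHO cells · Reagent – ATP stimulus · Detection – intracellular calcium via Fluo-8 no-wash fluorescent dye · Evaluation – percent inhibition of ATP-evoked calcium rise, normalized to controls · Controls – ATP wells versus no-ATP DMSO wells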
OXTR potentiate = human OXTR potentiators, primary screen, fluorescence, CHO-OTR cells, Fluo-8 calcium. Oxytocin receptor (Homo sapiens), P30559. hit rate 0.061% among 320,000. activation, % at 3 µM. Fluo-8 calcium fluorescence, potentiator mode; 0% = oxytocin EC15, 100% = EC100;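 active = activation above that plate's cutoff, the mean activation of tested compounds plus 3 SD, cut at about 6.6% in these data, passing the limit was not always enough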;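 note: 100% uses oxytocin at 75 nM as the full agonist control; some results filed as inactive read as strong as hits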
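Replication – single well per compound, singlicate · Assay system – CHO cell line stably expressing human OTR · Timing – 6 min pre-incubation, 100 s read · Measure – normalized max/min fluorescence ratio, % activation · Doses – 3.0 µM, one dose · Detection – Fluo-8 calcium dye fluorescence · Probe or stimulus – oxytocin near EC15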
M1 ag = human M1 muscarinic receptor agonists, primary screen, Fluo-8 calcium fluorescence, CHO-K1 cells, HTS; hit rate 0.33% among 360,000; CHO-K1 hM1, agonist mode; 0% DMSO, 100% acetylcholine EC100; activation, % at 3 µM; Muscarinic acetylcholine receptor M1 (Homo sapiens), P11229; AID 588814, 2011;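 active = activation above the run's mean compound activation plus 3 SD, cut at about 16% in these data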;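 note: peak over basal fluorescence ratio within a 140 s kinetic read after compound addition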
* hit, by the source's call; . = no result given.

Molecule	V1R ag counter	OXTR ag	TAAR1 antagonist	M1 antag	M1 PAM	TAAR1 agonist	CHO parental Ca	OXTR potentiate	M1 ag
C#CCOCCOCCOCCNc1nc(OC)nc(N2CCN(C(=O)[C@H](CCC(=O)O)n3cc(C(N)CO)nn3)CC2)n1 (stereo not given in full)	-0.5	-0.2	5	2	3	21	1	-11	-1
CCOC(=O)C1CCN(C(=O)/C=C/c2ccc(OC)cc2)CC1	0.4	0.4	4	-20	-1	2	1	-2	-2
CC(=O)Nc1ccc(S(=O)(=O)N(C)CC(=O)NNC(=O)Cc2nc3ccccc3n2C)cc1	0.0	0.4	5	-21	9	3	-1	-2	-3
c1cn(-c2ncnc3sc4c(c23)CCCC4)cn1	0.9	-0.4	-6	-12	0	5	-12	-3	-8
COC(=O)c1cn(NC(=O)Cc2c(F)cccc2Cl)c(=O)c2ccccc12	-0.1	0.3	-8	-6	3	5	-6	-6	-5
O=Cc1c(N2CCN(CCO)CC2)nc2ccccn2c1=O	0.2	0.4	-1	-14	18	0	2	2	-1
CCCCn1c(/N=C/c2ccccc2NS(=O)(=O)c2ccc(C)cc2)nc2ccccc21	0.0	0.0	0	-2	8	-2	5	-1	-9
O=C(CNC(=O)c1ccc(F)cc1)N/N=C/c1cccnc1	-0.2	0.6	10	-8	7	0	8	-6	-5
CCN(CC)c1ccc(/C=N/OC(C)C(=O)Nc2ccc(C)cc2)cc1 (stereo not given)	5.2	-2.8	12	4	-4	2	-10	-9	-9
Cc1ccc(F)cc1CNC(=O)C1CCC(=O)N(C2CC2)C1 (stereo not given)	-0.2	0.7	-11	-5	12	2	0	-1	3

Molecule	V1R ag counter	OXTR ag	TAAR1 antagonist	M1 antag	M1 PAM	TAAR1 agonist	CHO parental Ca	OXTR potentiate	M1 ag
CCc1ccc([C@@H]2CC=C(C(=O)O)[C@H](c3ccc(Cl)cc3)N2S(=O)(=O)c2ccc(C)cc2)cc1	-0.8	-2.0	52*	-5	3	9	6	-4	-9
COc1ccc(N(CC(=O)N/N=C(\C)c2ccc(OC)c(OC)c2)S(=O)(=O)c2ccccc2)cc1	-0.3	-1.9	18	-4	-1	-2	-23	-9	-6
COc1cccc(CNC(=O)c2cc(COc3c(F)cccc3F)on2)c1	0.3	-1.4	-3	2	4	8	-29	-11	-2
COc1ccc(N2CCN(C(=O)c3cc([N+](=O)[O-])ccc3N3CCN(CCO)CC3)CC2)cc1	0.2	0.2	-4	-14	8	1	-12	-11	-5
CCOC(=O)c1cc(-c2ccc(OC(F)F)cc2)nc2c1c(=O)[nH]c(=O)n2C	-0.3	-3.4	1	-11	10	-1	-5	-3	-5
COCCCn1cnnc1SCC(=O)Nc1ccc(S(=O)(=O)N2CCCC2)cc1	1.5	2.7	3	-1	-5	13	-9	-1	-5
O=c1cc(O)c2c(=O)n(Cc3ccccc3)c3ccccc3c2o1	-0.2	0.0	-12	-5	4	-2	-18	-2	-2
COc1ccc2c(c1)C(c1ccc(Cl)cc1)NC(=O)C2 (stereo not given)	-0.6	1.0	2	-13	14	12	-12	-11	-3
COc1c2c(cc(O)c1C(C)=O)OC(C)(C)C=C2	.	.	-9	-13	9	4	.	.	-3
CCc1ccc(/C=C2/SC(N3CCOCC3)=NC2=O)cc1	-1.9	-2.7	-27	1	2	-2	-2	-15	-4

Given as labelled records: entries from further up.
CCOC(=O)C1CCN(C(=O)/C=C/c2ccc(OC)cc2)CC1
  V1R ag counter: 0.4
  OXTR ag: 0.4
  TAAR1 antagonist: 4
  M1 antag: -20
  M1 PAM: -1
  TAAR1 agonist: 2
  CHO parental Ca: 1
  OXTR potentiate: -2
  M1 ag: -2
CCc1ccc([C@@H]2CC=C(C(=O)O)[C@H](c3ccc(Cl)cc3)N2S(=O)(=O)c2ccc(C)cc2)cc1
  V1R ag counter: -0.8
  OXTR ag: -2.0
  TAAR1 antagonist: 52*
  M1 antag: -5
  M1 PAM: 3
  TAAR1 agonist: 9
  CHO parental Ca: 6
  OXTR potentiate: -4
  M1 ag: -9

Carrying on.
Molecule	V1R ag counter	OXTR ag	TAAR1 antagonist	M1 antag	M1 PAM	TAAR1 agonist	CHO parental Ca	OXTR potentiate	M1 ag
Cc1cc(OCC(=O)Nc2ccc3c(c2)OCCO3)ccc1Cl	1.2	2.1	-2	2	1	8	0	-6	-5
CCOC(=O)c1[nH]c2cc3c(cc2c1NC(=O)CN1CCCC1)OCO3	2.1	-1.3	-11	-3	4	7	-7	-15	-6
COC(=O)C1=C(N)N(c2ccccc2C(F)(F)F)C2=C(C(=O)CCC2)C1c1ccc2c(c1)OCO2 (stereo not given)	-0.6	-2.2	17	2	1	1	48*	-3	-5
N#CC1=C(N)Oc2cc(N)ccc2C1C1CC=CCC1 (stereo not given)	0.1	2.9	-3	-2	7	14	4	-1	-2
Cc1cc(=O)n2c(n1)SCOC2	1.1	0.4	-16	-8	7	1	4	-2	0
CCOc1cc(-c2nc3ccccc3s2)ccc1O	-0.4	-0.8	-2	-10	12	-2	-7	-2	-2
O=C(NCCC1=CCCCC1)C(=O)NCc1ccccc1	-0.9	-3.0	-9	-7	-6	-2	-8	-1	-14
CNS(=O)(=O)c1cc(N)ccc1C	0.0	0.2	-14	-9	4	0	-6	-12	-4
COc1ccccc1C(=O)Nc1c[nH]c(=O)[nH]c1=O	.	.	-4	-10	5	5	.	.	-2
Cn1c(SCC(=O)N2CCCc3ccccc32)nnc1-c1ccccc1	-0.1	-1.8	-4	-7	1	5	-7	-4	-8

Molecule	V1R ag counter	OXTR ag	TAAR1 antagonist	M1 antag	M1 PAM	TAAR1 agonist	CHO parental Ca	OXTR potentiate	M1 ag
CCc1nn(-c2ccccc2)c(N)c1C#N	0.1	0.2	-15	-10	6	2	2	-3	-5
COCCCNC(=S)Nc1ccc(CC(=O)O)cc1	0.4	0.4	0	6	0	1	-4	-5	0
O=C(Cc1ccc(Cl)c(Cl)c1)Nc1ccc2[nH]c(=O)[nH]c2c1	-1.1	-0.2	11	4	-5	1	-7	-13	-6
Cc1ccc(CNC(=O)c2ccc(COc3ccccc3)cc2)cc1	-0.2	0.4	53*	-4	0	5	-7	0	-9
CC(CCc1ccc(O)cc1)N1CCC(Oc2ccc(C(=O)N3CCCC3)cc2)CC1 (stereo not given)	.	.	2	11	-9	2	.	.	-6
COc1cc(N=Nc2ccc(C)cc2S(N)(=O)=O)c(C)cc1N	.	.	-6	-17	14	9	.	.	5
COc1ccc(S(=O)(=O)N2CCCCC2)cc1C(C)C	-0.3	-2.3	-8	-6	-1	17	12	-13	-5
CN(C)CCN1CC(O)=C(c2nc3ccccc3s2)C1=N	0.2	7.0	-20	-8	5	5	-3	-3	-3
COc1ccc(-n2cnnc2SCC(=O)NC2CCCc3ccccc32)cc1 (stereo not given)	0.0	-1.0	11	4	2	4	-20	-12	-5
Cc1cccc2cc(CN(Cc3ccco3)C(c3nnnn3CCc3ccccc3)C(C)C)c(=O)[nH]c12 (stereo not given)	0.8	0.5	-6	-45	12	7	-36	-13	0

Molecule	V1R ag counter	OXTR ag	TAAR1 antagonist	M1 antag	M1 PAM	TAAR1 agonist	CHO parental Ca	OXTR potentiate	M1 ag
CCC(C)NC(=O)CO/N=C/c1ccc(C(=O)OC)cc1 (stereo not given)	0.2	0.4	-3	-3	2	4	-6	-9	6
Cc1ccc(CNC(=O)C2CCCN(c3ncnc4c3nc3n4CCCCC3)C2)cc1 (stereo not given)	-1.5	-3.2	-21	7	-4	3	-32	-9	-6
O=[N+]([O-])c1cccc(S(=O)(=O)N2CCN(S(=O)(=O)N3CCOCC3)CC2)c1	0.6	-0.3	-9	-6	14	3	-4	-1	-3
O=C(Nc1ccc2c(c1)OCO2)c1ccc(S(=O)(=O)NCC2CCCO2)cc1 (stereo not given)	3.0	5.0	-1	-7	5	1	-8	-12	-3
COc1cc2c(c(O)c1OC)-c1c(cc(OC)c(OC)c1OC)C[C@@H](C)[C@@H](C)C2	-1.0	-2.1	-14	8	-4	2	-22	4	-7
C=CCn1c(-c2ccc(OC)cc2)nc2nc3ccccc3nc21	0.1	-1.8	19	-5	6	6	-27	-3	-4
CCOC(=O)N1CCN(C(=O)Cc2c(C(=O)O)n(C)c3ccccc23)CC1	0.0	1.3	12	-5	1	8	5	6	28*
O=C1CCC/C(=N/Nc2ccc(Cl)cc2)C1	0.1	-0.7	13	-5	10	2	-26	-15	-4
O=C(CCC1CCCC1)NCc1ccccn1	-1.1	-0.9	3	-16	12	3	3	-5	0
Cc1cc(C(=O)NC2CCCN(Cc3ccccc3F)C2)n[nH]1 (stereo not given)	-0.2	0.2	-7	-2	4	2	-8	0	-5
Cc1[nH]nc2c1C(c1ccco1)C(C#N)=C(N)O2 (stereo not given)	1.1	1.1	2	1	11	5	0	0	1
CC(=O)c1ccc(N2C(=O)[C@@H]3C(CCC(N)=O)NC4(C(=O)Nc5c4ccc(Cl)c5C)[C@@H]3C2=O)cc1 (stereo not given in full)	-0.5	-0.3	-10	-8	8	2	19	-20	-3
CCCc1nnc(NC(=O)Nc2ccc(OC)cc2)s1	0.2	1.2	-6	2	-2	2	-12	-4	0
